PRC2 inh = EZH2/PRC2 methyltransferase inhibitors, primary screen, biochemical, DELFIA time-resolved fluorescence, single point. Histone-lysine N-methyltransferase EZH2 (Homo sapiens), Q15910. PRC2 H3K27 methylation, DELFIA TRF, 1 h. inhibition, % at 12.5 µM. 0.35% of 57,000 active. AID 651548, 2012;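 active = mean inhibition of replicates at least 50% and every single replicate also reaching 50%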;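 also: dimethyl H3K27 on biotinylated H3 21-44 peptide detected by antibody; plate controls were median neutral control wells for no effect and median positive control wells for full effect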
IDH1 mut inh = inhibitors of IDH1 R132H reductase, primary screen, biochemical, plate reader, single point. diaphorase/resazurin fluorescence, 60 min. inhibition, % at 10 µM. 0.18% of 70,000 active; in the data active = inhibition above about 34%;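 also: 0% = DMSO and 100% = no enzyme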
Target sequence (O75874 whole entry R132H): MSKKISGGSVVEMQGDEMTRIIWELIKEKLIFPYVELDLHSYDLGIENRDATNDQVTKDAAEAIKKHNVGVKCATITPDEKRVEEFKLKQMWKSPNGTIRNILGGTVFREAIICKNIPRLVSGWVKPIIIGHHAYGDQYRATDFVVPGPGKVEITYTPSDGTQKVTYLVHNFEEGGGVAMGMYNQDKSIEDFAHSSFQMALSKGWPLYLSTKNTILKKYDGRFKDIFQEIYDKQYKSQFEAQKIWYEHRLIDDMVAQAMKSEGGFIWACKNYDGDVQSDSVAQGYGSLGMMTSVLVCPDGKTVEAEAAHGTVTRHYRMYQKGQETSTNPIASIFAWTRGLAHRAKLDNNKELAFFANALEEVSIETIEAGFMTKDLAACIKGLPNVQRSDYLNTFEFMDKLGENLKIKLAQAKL
* marks the source's active call; other numbers are inactive results; x = no result given. Only part of the results is shown; rates above refer to the full screens.

SMILES	PRC2 inh	IDH1 mut inh
CO[C@@H]1CN(C)C(=O)c2ccc(NC(=O)Nc3ccccc3F)cc2OC[C@@H](C)N(CCC(F)(F)F)C[C@H]1C	-11.7	0.1
CC(C)NC(=O)N(C)C[C@@H]1Oc2cc(C#CCN(C)C)ccc2S(=O)(=O)N([C@H](C)CO)C[C@@H]1C	-2.7	0.1
Cc1ccc(S(=O)(=O)N2CCCC2C(=O)NCCO)cc1 (centres undefined)	x	0.6
CCCN(C)C[C@H]1OCCCC[C@@H](C)Oc2ccc(NS(=O)(=O)c3ccc(Cl)cc3)cc2C(=O)N([C@@H](C)CO)C[C@H]1C	-11.6	2.9
C[C@@H]1CN([C@@H](C)CO)C(=O)Cc2cc(NS(=O)(=O)c3cccs3)ccc2O[C@H]1CN(C)Cc1ccccc1	-5.6	0.5
C[C@H](CO)N1C[C@H](C)[C@H](CN(C)C)OCCCC[C@H](C)Oc2ccc(NC(=O)Nc3ccc(C(F)(F)F)cc3)cc2C1=O	0.3	0.1
CCCC(=O)Nc1ccc2c(c1)OC[C@@H](C)N(Cc1ccccn1)C[C@H](C)[C@H](OC)CN(C)C2=O	3.1	0.0
C[C@@H]1CN([C@H](C)CO)C(=O)c2cccc(NC(=O)CCCCCC(=O)Nc3ccccc3N)c2O[C@H]1CN(C)Cc1ccc(C(F)(F)F)cc1	-27.2	0.2
Cc1noc(C)c1NC(=O)N(C)C[C@@H]1Oc2cc(C#CCN(C)C)ccc2S(=O)(=O)N([C@H](C)CO)C[C@H]1C	9.1	43.6*
C[C@H](CO)N1C[C@H](C)[C@H](CN(C)C(=O)Nc2ccccc2)OCc2ccccc2-c2c(n(C)c3ccccc23)C1=O	-3.6	-5.1
C[C@H]1CN([C@@H](C)CO)C(=O)c2cccc(NC(=O)C3CCCCC3)c2O[C@@H]1CN(C)C(=O)Nc1ccccc1	-4.9	x
Cc1c(Br)c([N+](=O)[O-])nn1CC(=O)Nc1cc(F)ccc1F	-17.4	-0.6
COc1ccc([Si](C)(C)[C@H]2[C@H](CCO)O[C@@]3(C(=O)N(Cc4ccccc4)c4ccc(NC(=O)[C@H](C)O)cc43)[C@@H]2C)cc1	10.4	x
CC(C)NC(=O)N(C)C[C@H]1OCCCC[C@@H](C)Oc2ccc(NS(=O)(=O)c3ccc(Cl)cc3)cc2C(=O)N([C@H](C)CO)C[C@@H]1C	x	2.8
COc1ccc2nc(SCC3=CC(C)(C)N(C(C)=O)c4ccccc43)nc(C)c2c1	x	-0.4
C[C@@H]1CN([C@@H](C)CO)C(=O)c2cc(-c3ccncc3)cnc2O[C@@H]1CN(C)C(=O)c1ccccc1F	x	-0.2
C[C@@H]1CN([C@@H](C)CO)C(=O)c2c(c3ccccc3n2C)-c2ccccc2CO[C@@H]1CN(C)S(=O)(=O)c1cccs1	-21.9	3.5
C[C@@H]1CN([C@@H](C)CO)C(=O)c2cc(-c3ccc(F)cc3)cnc2O[C@H]1CN(C)C(=O)C1CCC1	1.0	1.4
C[C@@H]1CN([C@H](C)CO)C(=O)c2cccc(NS(C)(=O)=O)c2O[C@H]1CN(C)S(=O)(=O)c1ccccc1	x	-0.6
COCCCNC(=O)[C@@]1(CCS(=O)(=O)c2ccccc2)N=C(c2ccc(OCCCO)cc2)O[C@H]1c1ccccc1	-0.9	-0.4
O=C(CN1CCOCC1)NCC[C@H]1CC[C@@H](NC(=O)Nc2ccc(Cl)cc2)[C@H](CO)O1	8.7	0.1
O=C1O[C@@H](c2ccccc2)[C@@H](c2ccccc2)N2[C@@H](c3ccccc3OCCO)[C@]3(C(=O)Nc4ccc(C#CC5(O)CCCCCC5)cc43)[C@@H](C(=O)N3CCCCCCC3)[C@H]12	-15.4	x
CO[C@H]1CN(C)C(=O)c2cc(NS(C)(=O)=O)ccc2OC[C@H](C)N(C(=O)CC2CC2)C[C@H]1C	-6.4	44.5*
CC(C)NC(=O)Nc1ccc2c(c1)C(=O)N([C@@H](C)CO)C[C@H](C)[C@H](CN(C)C(=O)NC1CCCCC1)OCCCC[C@H](C)O2	-3.6	x
CO[C@@H]1CN(C)C(=O)c2cc(NC(=O)C3CCOCC3)ccc2OC[C@@H](C)NC[C@@H]1C	5.5	0.2
COc1ccccc1-c1cnc2c(c1)C(=O)N([C@H](C)CO)C[C@H](C)[C@H](CN(C)C(=O)CC1CC1)O2	-7.8	1.2
CC(=O)N(C)C[C@@H]1Oc2cc(-c3ccc(F)cc3)ccc2S(=O)(=O)N([C@@H](C)CO)C[C@H]1C	6.8	3.6
COC(=O)c1cccc(NC(=O)CSc2nc(C)cc(-c3ccccc3)n2)c1	13.6	0.1
C[C@H]1CN([C@@H](C)CO)S(=O)(=O)c2ccc(C3=CCCC3)cc2O[C@@H]1CN(C)C(=O)C1CCOCC1	6.1	0.3
CNC[C@@H]1Oc2c(NS(=O)(=O)c3cccs3)cccc2C(=O)N([C@@H](C)CO)C[C@H]1C	x	1.1
COc1ccc(S(=O)(=O)N(C)C[C@@H]2Oc3ccc(NC(=O)c4ccncc4)cc3C(=O)N([C@@H](C)CO)C[C@H]2C)cc1	x	-1.5
C[C@H](CO)N1C[C@H](C)[C@@H](CN(C)S(=O)(=O)c2ccc(-c3ccccc3)cc2)OCc2cn(nn2)CCCC1=O	3.6	0.2
COCC(=O)Nc1ccc2c(c1)[C@@H]1C[C@H](CC(=O)NCc3ccc4c(c3)OCO4)O[C@@H](CO)[C@@H]1O2	2.9	0.1
CC(C)NC(=O)N(C)C[C@H]1Oc2ncc(C#CCC3CCCC3)cc2C(=O)N([C@H](C)CO)C[C@@H]1C	-11.9	0.3
C[C@@H]1CN([C@H](C)CO)S(=O)(=O)c2ccc(C#CCN(C)C)cc2O[C@@H]1CN(C)C(=O)C1CCC1	-3.9	x
C[C@@H]1CN([C@@H](C)CO)C(=O)c2cc(NC(=O)Nc3ccc(C(F)(F)F)cc3)ccc2O[C@@H]1CN(C)S(=O)(=O)c1cccs1	x	1.5
C=C[C@H]1[C@H](OC2OC(CO)C(O)C(O)C2O)OC=C(C(=O)OC)[C@H]1CCOC(=O)c1cc(O)c(O)c(O)c1 (some centres undefined)	x	-0.1
C[C@@H]1CN([C@H](C)CO)S(=O)(=O)c2ccc(Br)cc2O[C@@H]1CN(C)S(C)(=O)=O	16.7	1.9
Cc1noc(C)c1NC(=O)Nc1ccc2c(c1)CC(=O)N([C@@H](C)CO)C[C@@H](C)[C@H](CN(C)Cc1ccc(C(=O)O)cc1)O2	x	2.2
Cc1ccc(S(=O)(=O)N(C)C[C@@H]2Oc3ccc(NS(=O)(=O)c4ccc(F)cc4)cc3CC(=O)N([C@@H](C)CO)C[C@@H]2C)cc1	x	0.4
C[C@H]1CN([C@@H](C)CO)C(=O)c2cc(C3=CCCC3)cnc2O[C@H]1CN(C)C(=O)CN(C)C	-7.3	0.2
O=C(Nc1ccc(F)cc1)N[C@H]1CC[C@H](CC(=O)N2CCOCC2)O[C@H]1CO	-1.5	0.1
O=C(C[C@H]1CC[C@@H](NC(=O)CN2CCOCC2)[C@@H](CO)O1)NC1CCCCC1	-0.3	0.0
COCC(=O)N1C[C@@H](C)[C@@H](OC)CN(C)C(=O)c2ccc(NC(=O)c3cnccn3)cc2OC[C@@H]1C	4.1	0.0
COc1cc(NC(=O)Cn2nc(C(F)(F)F)cc2C)cc([N+](=O)[O-])c1	1.7	-0.2
C[C@@H]1CN([C@H](C)CO)C(=O)c2cc(NC(=O)NC3CCCCC3)ccc2O[C@@H]1CN(C)S(=O)(=O)c1ccccc1	x	0.5
C[C@@H]1CN([C@H](C)CO)S(=O)(=O)c2ccc(C#C[C@@H](C)O)cc2O[C@H]1CN(C)Cc1ccncc1	-5.0	x
C[C@@H]1CN([C@@H](C)CO)S(=O)(=O)c2ccc(-c3cccc(C#N)c3)cc2O[C@H]1CN(C)C(=O)c1ccncc1	7.5	-3.5
CC(C)NC(=O)Nc1ccc2c(c1)C(=O)N([C@H](C)CO)C[C@H](C)[C@H](CN(C)S(=O)(=O)c1ccccc1)O2	0.5	-0.2
O=C(NO)c1cccc(C(=O)N/N=C/c2ccc[nH]2)c1	2.4	x
CCS(=O)(=O)NCC[C@H]1CC[C@@H](NS(=O)(=O)c2ccccc2C)[C@@H](CO)O1	-6.6	-0.4
C=CC(=O)c1ccc2ccccc2c1	-1.2	0.8
Cc1ccc2nc(-c3cccnc3)cc(C(=O)Nc3scc(-c4ccc(C)c(C)c4)c3C(N)=O)c2c1	-15.3	0.1
O=C(CSc1nc2ccccc2c(=O)n1-c1ccc(Cl)cc1)Nc1ccc(Cl)c(Cl)c1	-14.6	0.4
Cc1sc2ncnc(SCC(=O)Nc3ccc(F)cc3)c2c1C	9.4	-0.1
C[C@@H]1CN([C@H](C)CO)C(=O)c2cc(NC(=O)Nc3ccc4c(c3)OCO4)ccc2O[C@@H](C)CCCCO[C@@H]1CN(C)S(=O)(=O)c1cn(C)cn1	x	-0.8
C[C@H]1CN([C@@H](C)CO)C(=O)c2cc(-c3ccccc3F)cnc2O[C@H]1CN(C)C(=O)C1CCCCC1	2.1	-1.1
C[C@@H]1CN([C@H](C)CO)C(=O)c2cc(-c3ccc(C(=O)N(C)C)cc3)cnc2O[C@@H]1CN(C)C(=O)c1cccnc1	x	-0.3
COc1ccc(NC(=O)Nc2ccc3c(c2)C(=O)N([C@@H](C)CO)C[C@@H](C)[C@@H](CN(C)Cc2ccc(-c4ccccc4)cc2)O3)cc1	x	1.9
CC(C)NC(=O)Nc1cccc2c1O[C@@H](CN(C)Cc1ccc(Cl)c(Cl)c1)[C@@H](C)CN([C@@H](C)CO)C2=O	4.8	2.0

Brought forward from above: two entries; new compounds follow.
SMILES	PRC2 inh	IDH1 mut inh
COc1ccc(NC(=O)Nc2ccc3c(c2)C(=O)N([C@@H](C)CO)C[C@@H](C)[C@@H](CN(C)Cc2ccc(-c4ccccc4)cc2)O3)cc1	x	1.9
CC(C)NC(=O)Nc1cccc2c1O[C@@H](CN(C)Cc1ccc(Cl)c(Cl)c1)[C@@H](C)CN([C@@H](C)CO)C2=O	4.8	2.0
Cn1c(=O)c2c(nc(NCCN)n2Cc2ccc(Cl)cc2)n(C)c1=O	-7.3	0.7
C[C@H]1CCCCO[C@@H](CN(C)C(=O)Nc2ccc(C(F)(F)F)cc2)[C@@H](C)CN([C@@H](C)CO)C(=O)c2cc(NC(=O)Nc3cccc4ccccc34)ccc2O1	x	0.3
Cc1ccc(CN(C)C[C@@H]2OCc3cnnn3CCCC(=O)N([C@H](C)CO)C[C@H]2C)cc1	x	-0.3
C[C@H]1CN([C@@H](C)CO)C(=O)c2cc(NC(=O)CCC(F)(F)F)ccc2O[C@H]1CN(C)C	5.3	1.5
COc1ccc(S(=O)(=O)NCc2ccccn2)cc1Cl	5.5	-0.2
CC(C)CC#Cc1cnc2c(c1)C(=O)N([C@H](C)CO)C[C@@H](C)[C@@H](CN(C)C(=O)c1cccc(F)c1)O2	-8.7	-0.1
Cc1c(Cl)ccc2c(C(=O)Nc3ccc(S(=O)(=O)N4CCOCC4)cc3)cc(-c3cccnc3)nc12	-19.1	-0.2
C[C@@H]1CCCCO[C@@H](CN(C)Cc2ccc3c(c2)OCO3)[C@@H](C)CN([C@H](C)CO)C(=O)c2cc(NS(=O)(=O)c3cccs3)ccc2O1	x	2.8
O=C(Nc1ccc(F)cc1)N[C@@H]1CC[C@H](CC(=O)N2CCOCC2)O[C@@H]1CO	0.9	-0.2
COc1ccc(S(=O)(=O)Nc2cccc3c2O[C@H](CN(C)Cc2ccc(C(=O)O)cc2)[C@H](C)CN([C@H](C)CO)C3=O)cc1	x	0.5
C[C@H]1CCCCO[C@H](CN(C)C(=O)CCC(F)(F)F)[C@@H](C)CN([C@@H](C)CO)C(=O)c2cc(NS(=O)(=O)c3ccccc3)ccc2O1	x	-5.1
O=C(O)CCCCCC(=O)N/N=C/c1cc(O)ccc1Br	17.6	5.0
C#CCNC(=O)C1=C[C@H](c2ccc(C(F)(F)F)cc2)C[C@H](OCCCCO)O1	-4.3	x
COCCNC(=O)C[C@@H]1C[C@@H]2c3cc(NC(=O)C4CCOCC4)ccc3O[C@@H]2[C@H](CO)O1	17.4	-0.2
C[C@@H]1CN([C@H](C)CO)C(=O)c2cc(Br)cnc2O[C@@H]1CN(C)C(=O)Nc1cccc(F)c1	0.7	x
COc1ccc(S(=O)(=O)N[C@H]2CC[C@@H](CC(=O)NCCc3ccccc3)O[C@H]2CO)cc1	1.4	0.4
CO[C@H]1CN(C)C(=O)c2cc(NS(C)(=O)=O)ccc2OC[C@@H](C)N(Cc2cccnc2)C[C@@H]1C	1.8	-0.3
C[C@@H]1CCCCO[C@@H](CN(C)C)[C@H](C)CN([C@@H](C)CO)C(=O)c2cc(NC(=O)c3ccncc3)ccc2O1	-13.5	3.5
C[C@H]1CN([C@@H](C)CO)C(=O)c2cc(NC(=O)Nc3cccc4ccccc34)ccc2O[C@H]1CN(C)Cc1ccccc1	-0.7	-1.5

A different layout for some results above:
molecule | PRC2 inh | IDH1 mut inh
Cc1ccc(CN(C)C[C@@H]2OCc3cnnn3CCCC(=O)N([C@H](C)CO)C[C@H]2C)cc1 | x | -0.3
COc1ccc(S(=O)(=O)NCc2ccccn2)cc1Cl | 5.5 | -0.2
C[C@H]1CN([C@@H](C)CO)C(=O)c2cc(NC(=O)Nc3cccc4ccccc34)ccc2O[C@H]1CN(C)Cc1ccccc1 | -0.7 | -1.5
C[C@H]1CN([C@@H](C)CO)C(=O)c2cc(NC(=O)CCC(F)(F)F)ccc2O[C@H]1CN(C)C | 5.3 | 1.5
